# Screening data: PubChem, Broad Institute
# CD40 NFkB inh: CD40 pathway inhibition in BL2 cells; hit rate 0.94% among 83,000; inhibition, % at 10 µM; AID 1053188; BL2 NF-kB luciferase reporter, CD40L-induced, 4 h;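 active = mean inhibition of at least 50% with a set share of replicates also reaching that level; inconclusive = no clear call, values can overlap the other calls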;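 note: 0% = neutral control wells and 100% = IKK inhibitor VII at 50 µM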
# * = called active by the depositor; ? = inconclusive; [ ] = dose if it differs, or a comment. The list is partial. The share of hits here may be higher or lower than overall.
No.	Compound	CD40 NFkB inh
1	C[C@@H]1CN([C@@H](C)CO)C(=O)c2cc(NC(=O)NC3CCCCC3)ccc2O[C@@H](C)CCCCO[C@H]1CN(C)C(=O)Nc1ccc2c(c1)OCO2	-4.5
2	COc1ccccc1CNC(=O)C[C@@H]1C[C@@H]2c3cc(NC(=O)c4ccc5c(c4)OCO5)ccc3O[C@@H]2[C@H](CO)O1	4.9[25 µM]
3	CCOC(=O)c1c(Nc2ccc(OC)cc2)n[nH]c1C	-114.0
4	Cc1noc(C)c1C(=O)Nc1nccs1	13.6
5	COc1ccc(-c2ccc3c(c2)[C@@H]2[C@@H](CCN2C(=O)c2ccc4c(c2)OCO4)[C@H](CO)N3C)cc1	18.8[25 µM]
6	c1ccc(Nc2ccccn2)nc1	14.5
7	O=S(=O)(c1ccc(-c2ccccc2)cc1)N1C[C@@H]2N[C@H](C1)[C@@H]2c1ccc(-c2cccnc2)cc1	34.2
8	NC(c1ccc(F)c(F)c1)c1nc(-c2ccc3ccccc3c2)cs1 (stereo not drawn)	-13.2
9	COc1cc(NC(=O)COC(=O)/C=C/c2ccc(O)c(OC)c2)cc(OC)c1	-7.4
10	CC(C)NC(=O)Nc1cccc2c1O[C@@H](CN(C)C(=O)Nc1ccccc1)[C@@H](C)CN([C@H](C)CO)C2=O	9.4[25 µM]
11	Cc1ccc(C(=O)NCC(=O)OCC(=O)NC(C)c2ccccc2)s1 (stereo not drawn)	10.6
12	Cc1cc(-n2ccnc2)n2c(nc3ccccc32)c1C#N	1.2

# Next part.
No.	Compound	CD40 NFkB inh
13	C/C=C/c1cnc2c(c1)C(=O)N([C@H](C)CO)C[C@H](C)[C@@H](CN(C)C(=O)Nc1cccc(OC)c1)O2	-19.4[25 µM]
14	O=C(c1ccc(N2CCOCC2)c([N+](=O)[O-])c1)N1CCN(Cc2ccccc2)CC1	4.5
15	O=C(OCC(=O)c1c[nH]c2ccccc12)c1cncc(Br)c1	-33.1
16	O=C(NCCCN1CCCC1)c1cc2c(Cl)nc3ccccc3c2s1	-24.4
17	Cc1noc(C)c1NC(=O)Nc1ccc2c(c1)CC(=O)N([C@@H](C)CO)C[C@@H](C)[C@@H](CN(C)S(=O)(=O)c1cccs1)O2	-6.5[25 µM]
18	CCCNC(=O)N[C@H]1C=C[C@H](CC(=O)N2CCN(C)CC2)O[C@H]1CO	-2.6[25 µM]
19	COc1ccc(Cl)cc1N(CC(=O)NC(C(C)C)C(C)C)S(C)(=O)=O	0.0
20	Cc1ccc2nc(-c3ccc4c(c3)OCCO4)cc(C(=O)O)c2c1	-23.6
21	O=C(CC1CC1)N1CC(=O)N2[C@@H](CO)[C@@H](c3ccc(C#Cc4cccc(F)c4)cc3)[C@@H]2C1	17.7[25 µM]
22	Cc1noc(C)c1COc1ccc(C(=O)Nc2ncccc2O)cc1	-23.1
23	COc1cc(OC)cc(C(=O)NNC(=O)CCOc2ccccc2OC)c1	4.8
24	CCCS(=O)(=O)NC(=O)C1(C)CCCN(C(=O)c2c(-c3ccccc3)noc2C)C1 (stereo not drawn)	9.5

# The results go on:
No.	Compound	CD40 NFkB inh
25	COCC(=O)N1CC(=O)N2[C@H](C1)[C@@H](c1ccc(-c3cccnc3)cc1)[C@@H]2CO	-0.2
26	C[C@@H]1CN([C@H](C)CO)C(=O)CCCn2nncc2CO[C@@H]1CN(C)S(=O)(=O)c1cccs1	-4.6[25 µM]
27	COc1ccccc1NC(=O)N1C[C@H](O)COC[C@@H]2O[C@@H](CC(=O)NCCc3ccncc3)CC[C@H]21	-7.2[25 µM]
28	COc1cn(-c2ccccc2)nc1C(=O)OCC(=O)Nc1ccc(C)c(C)c1	-8.3
29	O=C(c1ccccc1)N1C[C@@H]2[C@H](c3ccccc31)[C@@H](CO)N2C(=O)c1cccc(F)c1	17.9
30	O=C(Nc1c(-c2ccccc2)nc2ccccn12)c1cccs1	14.6
31	CCCC(=O)NC(C)c1nc2ccccc2n1C(C)C (stereo not drawn)	2.4
32	O=C(Oc1ccc(-c2cnc3ccccc3n2)cc1)c1cccc([N+](=O)[O-])c1	-50.6
33	CCOC(=O)N1CCN(CC(=O)NC(=O)Nc2ccc3c(c2)OCCO3)CC1	3.0
34	Nc1nc(N)c2c(n1)CCCC2	3.8
35	Cc1ccc(S(=O)(=O)N2CCC(C(=O)N[C@@H](C)C(=O)NC3CCCCC3)CC2)cc1	-1.6
36	CCOC(=O)C1(CCOC)CCN(Cc2ccc3nonc3c2)CC1	12.9

# (list continues)
No.	Compound	CD40 NFkB inh
37	COc1ccc(-c2ccc([C@@H]3[C@@H](C#N)N(C(=O)C4CCCC4)[C@H]3CO)cc2)cc1	10.8
38	COc1cc(OC)nc(NC(=O)C(C)C)n1	11.3
39	CCN(CC)CCN1C(=O)C(O)=C(C(=O)c2cccs2)C1c1ccccn1 (stereo not drawn)	3.9
40	Cn1nc(C(=O)N2CCN(c3ccccc3)CC2)c2c1-c1ccccc1S(=O)(=O)C2	5.2
41	CCN1CCN(C(=O)CN(CCc2ccccc2)S(C)(=O)=O)CC1	1.6
42	O=C(c1cccc(F)c1)N1CCCCN2[C@H](CO)[C@@H](c3ccc(C#CC4(O)CCCC4)cc3)[C@H]2C1	3.5[25 µM]
43	Cc1ccnc(NC(=O)c2ccc(OCC3CCCO3)cc2)c1 (stereo not drawn)	86.8*
44	NC(Cc1ccc(Cl)cc1)c1csc(Nc2ccc(S(N)(=O)=O)cc2)n1 (stereo not drawn)	12.2
45	COc1ccc(S(=O)(=O)N(C)C[C@@H]2Oc3ccc(NS(=O)(=O)c4c(C)noc4C)cc3C(=O)N([C@H](C)CO)C[C@@H]2C)cc1	-11.8[25 µM]
46	COc1cccc(CNC(=O)C2CC(=O)N(c3ccc4c(c3)OCCO4)C2)c1 (stereo not drawn)	5.8
47	COc1cccc(CN2CCNC(=O)C2CC(=O)N(Cc2cnn(C)c2)C(C)C)c1 (stereo not drawn)	1.8
48	CCCc1c(C(=O)N/N=C/c2ccc3c(c2)OCO3)nnn1-c1nonc1N	12.6

# Following part
No.	Compound	CD40 NFkB inh
49	Cc1ccc(S(=O)(=O)N2CCOCC2)cc1NC(=O)CSc1n[nH]c(N)n1	4.8
50	CN1CCN(CC#CCC(O)(c2ccccc2)C2CCCC2)CC1 (stereo not drawn)	-1.0
51	COc1ccc(Cc2nnc(SC(C)C(=O)Nc3ccc(F)cc3Cl)o2)cc1 (stereo not drawn)	2.8
52	CCCCCCNS(=O)(=O)c1ccc(OC)c(OC)c1	7.1
53	O=S(=O)(c1ccc(Br)cc1Cl)N1CCCN(c2ccc(C(F)(F)F)cn2)CC1	8.3
54	COc1ccc2c3c([nH]c2c1)[C@H](CO)N(CC1CC1)CC31CN(C(=O)NC2CCCC2)C1	-3.3[25 µM]
55	Cn1c(=O)c2sccc2n2c(CCCC(=O)NCc3ccco3)nnc12	15.9
56	O=C(Nc1cccc(-c2cn3cccnc3n2)c1)c1cccs1	-25.3
57	COCC(=O)N(C)C[C@H]1[C@H](c2ccccc2)[C@H](CO)N1C(=O)Cc1ccncc1	-3.2[25 µM]
58	Cc1ccc(-c2nc(CN(Cc3c(C)nn(C)c3C)C(C)C)c(C)o2)o1	-42.4
59	N#Cc1ccsc1NC(=O)C1CCN(S(=O)(=O)c2cccs2)CC1	0.6
60	COc1ccc(NC2CCCN(C(=O)c3cccc(C)n3)C2)cc1OC (stereo not drawn)	10.4

# Continued.
No.	Compound	CD40 NFkB inh
61	CC(=O)OCC(=O)[C@@]12OC3(CCCC3)O[C@@H]1C[C@H]1[C@@H]3CCC4=CC(=O)C=C[C@]4(C)[C@@]3(F)[C@@H](O)C[C@@]12C	33.5
62	Cc1ccccc1S(=O)(=O)N1C[C@@H]2N[C@H](C1)C2c1ccc(-c2cccc(C(=O)N(C)C)c2)cc1 (stereo partly drawn)	5.8[25 µM]
63	O=C(C[C@H]1CC[C@@H](NC(=O)c2cccnc2)[C@@H](CO)O1)NCc1ccc(Cl)c(Cl)c1	-9.7[25 µM]
64	O=C(O)CNS(=O)(=O)/C=C/c1ccccc1	3.8
65	C/C=C/c1ccc([C@@H]2[C@H](C#N)N(C(=O)CN3CCOCC3)[C@H]2CO)cc1	-17.6[25 µM]
66	CN(C(=O)c1ccccc1)C(=O)c1ccccc1	1.5
67	COc1ccccc1-c1ccc2c(c1)[C@@H]1[C@@H](CCN1C(=O)C1CC1)[C@H](CO)N2	15.5
68	CCn1ncc(Br)c1C(=O)Nc1sc2c(c1C(=O)OC)CCC2	10.1
69	Cc1ccc2cccc(OCC(=O)N3CC(C)CC(C)C3)c2n1 (stereo not drawn)	4.2
70	Cc1ccc(CNC(=O)CCc2ccc(S(=O)(=O)NCC(C)C)cc2)cc1	5.0
71	CCCCn1c(N)c(N(CCOC)C(=O)c2cc(CC)c(C)s2)c(=O)[nH]c1=O	12.1
72	O=C(NNC(=O)C1CCN(Cc2ccccc2)CC1)c1cccs1	-0.4

# Continued.
No.	Compound	CD40 NFkB inh
73	c1ccc(-c2nnc(SCc3nc4ccccc4[nH]3)n2Cc2ccco2)cc1	3.6
74	CN(c1ccc(OCC(=O)O)cc1)S(=O)(=O)c1ccc2ccccc2c1	3.3
75	CCC(CC)n1[nH]c(=O)cc1N	-0.2
76	CN(c1cccc(NC(=O)c2ccc(C(C)(C)C)cc2)c1)S(C)(=O)=O	-55.6
77	C[C@H](NC(=O)NCc1ccc(F)cc1)C(=O)O	12.2
78	CNC[C@H]1Oc2c(NS(=O)(=O)c3ccc(Cl)cc3)cccc2C(=O)N([C@@H](C)CO)C[C@@H]1C	-2.0[25 µM]
79	C/C=C/c1ccc([C@@H]2[C@H](CO)N(C(C)=O)[C@H]2CNC(=O)CC2CC2)cc1	-15.8
80	CNC[C@H]1Oc2ccc(N)cc2C(=O)N(C)C[C@H]1C	-4.4
81	O=[N+]([O-])c1ccc2cn[nH]c2c1	3.4
82	Cc1c(C(=O)N2CCOCC2)c(S(=O)(=O)Nc2ccccc2)c(C)n1C	3.0
83	O=C(C1CCC1)N1CC[C@@H]2[C@H](CO)Nc3ccc(C#Cc4ccc(F)cc4)cc3[C@@H]21	3.9[25 µM]
84	O=C(NC1CCCCCCC1)c1ccc(S(=O)(=O)N2CCCC2)cc1	-3.3

# More entries follow.
No.	Compound	CD40 NFkB inh
85	COc1cc2ccccc2cc1C(=O)NCC(c1cccs1)N(C)C (stereo not drawn)	-130.0
86	COC(CNC(=O)C1CCCN(S(=O)(=O)c2c(C)noc2/C=C/c2cccs2)C1)OC (stereo not drawn)	-1.4
87	Cc1ccc(C(=O)NNC(=O)c2ccncc2)cc1[N+](=O)[O-]	9.2
88	c1cn2cc(-c3ccc4c(c3)OCO4)nc2s1	9.1
89	COc1ccc(CN2CCCC2C(=O)Nc2ccc(OC)c(OC)c2)cc1OC (stereo not drawn)	-3.5
90	CC1CN(C(=O)c2ccncc2)CC(C)O1 (stereo not drawn)	0.9
91	NC(=O)C1CCN(C(=O)CCCCCn2c(=O)[nH]c3ccsc3c2=O)CC1	5.5
92	CCOC(=O)N1CCC2(CC1)NC(=O)c1ccccc1N2	-0.7
93	CN1C(=O)c2cc(NC(=O)Cc3cccs3)ccc2OC[C@H]2O[C@@H](CC(=O)NCC3CCCCC3)CC[C@H]21	27.8[25 µM]
94	CC(O)C(NC(=O)OCc1ccccc1)C(=O)OCc1ccccc1 (stereo not drawn)	12.3
95	O=C(CCNC(=O)c1ccco1)NNC(=O)c1ccc(Br)cc1	-8.1
96	O=C(C[C@@H]1CC[C@@H]2[C@H](COC[C@H](O)CN2CC2CCCC2)O1)NCc1ccc(Cl)cc1	8.6

# Structural class: those above containing a cyano group.
No.	Compound	CD40 NFkB inh
12	Cc1cc(-n2ccnc2)n2c(nc3ccccc32)c1C#N	1.2
37	COc1ccc(-c2ccc([C@@H]3[C@@H](C#N)N(C(=O)C4CCCC4)[C@H]3CO)cc2)cc1	10.8
59	N#Cc1ccsc1NC(=O)C1CCN(S(=O)(=O)c2cccs2)CC1	0.6
65	C/C=C/c1ccc([C@@H]2[C@H](C#N)N(C(=O)CN3CCOCC3)[C@H]2CO)cc1	-17.6[25 µM]

# Other compounds follow.
No.	Compound	CD40 NFkB inh
97	COc1ccc(C(=O)C=Cc2ccc(OCc3ccccc3)c(OC)c2)cc1OC	-16.0
98	O=C(Nc1cc(S(=O)(=O)N2CCCCC2)ccc1N1CCOCC1)c1ccc(F)cc1	-0.9
99	O=C(Oc1cccc2cccnc12)c1ccco1	-50.4
100	C[C@@H]1CN([C@H](C)CO)C(=O)c2c(c3ccccc3n2C)-c2ccccc2CO[C@@H]1CN(C)S(=O)(=O)c1ccccc1C#N	?
101	CC(C)(C)[S@@](=O)N1Cc2cc(C(=O)NCc3ccccc3F)nc(-c3cccc(-c4cncnc4)c3)c2[C@H]1CCO	-16.8[25 µM]
102	CC1(C(=O)NS(=O)(=O)c2ccccc2Cl)CCN1C(=O)C/C=C/c1ccccc1 (stereo not drawn)	0.8
103	COc1cc([C@@H]2c3cc4c(cc3C(OC3OC5COC(C)OC5C(O)C3O)C3OCC(=O)[C@@H]32)OCO4)cc(OC)c1O (stereo partly drawn)	-0.6[25 µM]
104	COc1ccc(S(=O)(=O)N2CCC3(CC2)OCCN3S(=O)(=O)c2ccccc2)cc1OC	-0.2
105	CCCCn1c(N)c(N(CCC(C)C)C(=O)C2CSC3(C)CCC(=O)N23)c(=O)[nH]c1=O (stereo not drawn)	11.2
106	N#C[C@H]1[C@@H](c2ccccc2-c2cccc(F)c2)[C@H](CO)N1C(=O)C1CCCC1	6.8
107	CN(C)C(=O)c1cccc(-c2ccc3c(c2)[C@H]2[C@H](CCN2C(=O)C2CCCC2)[C@@H](CO)N3)c1	7.6
108	COc1cccc(-c2ccc(NC(=O)C3CCCN(Cc4ccccn4)C3)cc2)c1 (stereo not drawn)	-10.1
109	CS(=O)(=O)N(CC(N)=O)c1cccc(Br)c1	1.8
110	CC(=O)Nc1ccc2c(c1)C(=O)N(C)C[C@H](C)[C@H](CN(C)C(=O)NC(C)C)O2	3.9
111	Cc1ccc(S(=O)(=O)N(C)C[C@H]2OCc3ccccc3-c3ccccc3C(=O)N([C@H](C)CO)C[C@@H]2C)cc1	13.8

# Down the list, as entered above.
# Compounds 107–110 in CD40 NFkB inh: 7.6, -10.1, 1.8, 3.9

# Records listed so far printed as active in CD40 NFkB inh:
No.	Compound	CD40 NFkB inh
43	Cc1ccnc(NC(=O)c2ccc(OCC3CCCO3)cc2)c1 (stereo not drawn)	86.8*
